High-throughput results as filed in PubChem BioAssay.
PABP1 MLLE inh – blocks PAM2 peptide binding to the PABP1 MLLE domain; P11940; GST-MLLE / FITC-PAM2 fluorescence polarization; inhibition, % at 20 µM; 360,000 compounds, 0.36% hits; AID 588489; in the data active = inhibition above about 35%, passing the limit was not always enough;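 also: plate controls were DMSO wells with GST-MLLE for no effect and wells lacking GST-MLLE protein for full effect; some results filed as inactive read as strong as hits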
Target sequence (P11940 whole entry, looked up, the tested form may be a part): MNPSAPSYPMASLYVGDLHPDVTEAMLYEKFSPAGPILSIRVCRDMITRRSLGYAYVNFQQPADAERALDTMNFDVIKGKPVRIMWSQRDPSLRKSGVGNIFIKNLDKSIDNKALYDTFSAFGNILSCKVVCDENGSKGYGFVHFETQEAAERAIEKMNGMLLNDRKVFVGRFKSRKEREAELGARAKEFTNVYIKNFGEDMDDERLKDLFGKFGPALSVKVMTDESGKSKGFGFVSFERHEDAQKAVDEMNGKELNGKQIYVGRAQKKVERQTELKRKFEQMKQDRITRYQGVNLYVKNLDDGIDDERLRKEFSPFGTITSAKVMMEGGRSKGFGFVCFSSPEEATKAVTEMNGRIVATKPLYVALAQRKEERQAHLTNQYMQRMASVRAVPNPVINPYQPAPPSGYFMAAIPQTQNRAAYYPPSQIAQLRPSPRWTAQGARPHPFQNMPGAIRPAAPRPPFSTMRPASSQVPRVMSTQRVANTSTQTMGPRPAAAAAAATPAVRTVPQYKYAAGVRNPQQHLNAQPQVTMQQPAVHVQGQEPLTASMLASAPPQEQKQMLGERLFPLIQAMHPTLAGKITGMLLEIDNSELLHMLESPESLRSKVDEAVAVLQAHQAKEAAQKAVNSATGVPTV
LMPTP block – LMPTP (human) inhibition. 360,000 compounds, 0.22% hits. inhibition, % at 20 µM. recombinant LMPTP-A, OMFP fluorogenic substrate, fluorescence intensity. AID 651560. P24666;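 active = compounds that cut the enzyme signal by at least half of the control window in the single-dose screen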;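 also: plate controls were DMSO wells with enzyme plus substrate for no effect and substrate without enzyme for full effect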
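test system = LMPTP-A | amount = 0.625 nM LMPTP-A final | reagent = fluorogenic phosphatase substrate OMFP at 400 µM final | incubation = 50 min at room temperature | benchmarks = no-enzyme low control, uninhibited high control | medium = Bis-Tris pH 6.0, DTT, detergent | signal = fluorescence intensity of OMFP turnover product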
Tb MetRS inh – Trypanosoma brucei MetRS inhibition. purified T. brucei MetRS, ATP depletion, Kinase-Glo luminescence. 360,000 compounds, 0.4% hits. inhibition, % at 11.9 µM;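 active = inhibition above a per-plate cutoff of the control wells' mean inhibition plus 3 SD, cut at about 5.5% in these data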;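 also: 0% = DMSO wells median and 100% = median of wells with control inhibitor compound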
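System: purified T. brucei MetRS enzyme / Detection: Kinase-Glo luciferase luminescence reporting remaining unconsumed ATP / Medium: HEPES buffer with MgCl2, KCl, DTT, spermine, BSA, pyrophosphatase / Replication: singlicate, one well per compound / Evaluation: percent inhibition relative to median high and low control wells / Schedule: 2 h aminoacylation at 25 °C after 15 min preincubation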
SUMO1-SIM PPI – modulators of human SUMO1-mediated protein-protein interactions; P63165; SUMO1 binding to a labelled peptide, TR-FRET, 1 h; inhibition, % at 20 µM; 360,000 compounds, 0.33% hits; AID 602429; in the data active = inhibition above about 37%
Target sequence (P63165 whole entry, looked up): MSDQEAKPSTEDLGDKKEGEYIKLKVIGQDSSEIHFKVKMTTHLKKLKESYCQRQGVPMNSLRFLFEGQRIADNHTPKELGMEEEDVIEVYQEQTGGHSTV
NadD inh – blocks S. aureus nicotinate mononucleotide adenylyltransferase | purified NadD enzyme, colorimetric absorbance read-out | inhibition, % at 20 µM | 360,000 compounds, 0.78% hits; in the data active = inhibition above about 26%; also: some compounds past the cut are filed as inactive
CSN deneddyl inh – blocks human CSN-mediated cullin deneddylation. Purified CSN, SCF-Nedd8-OG deneddylation, fluorescence polarization. inhibition, % at 12.5 µM. 360,000 compounds, 0.38% hits. AID 651999;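 active = pattern-corrected inhibition above about 35%, with an unprinted fluorescence ratio check between 0.5 and 1.5, limit read from the data, passing the limit was not always enough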;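 also: 0% = enzyme with substrate and 100% = substrate without enzyme; some results filed as inactive read as strong as hits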
Target sequence (Q92905 whole entry, looked up, one chain of several): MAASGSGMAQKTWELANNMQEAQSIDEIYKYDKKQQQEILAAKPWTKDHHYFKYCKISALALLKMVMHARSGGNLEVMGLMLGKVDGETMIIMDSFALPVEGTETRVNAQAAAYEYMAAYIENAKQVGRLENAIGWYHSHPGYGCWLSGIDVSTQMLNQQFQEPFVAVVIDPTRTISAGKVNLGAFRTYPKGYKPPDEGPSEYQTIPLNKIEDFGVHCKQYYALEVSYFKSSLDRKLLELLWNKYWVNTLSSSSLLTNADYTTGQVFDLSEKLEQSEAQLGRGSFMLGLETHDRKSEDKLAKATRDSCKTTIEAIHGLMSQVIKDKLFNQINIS
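Material: human Csn5 produced in HEK293T cells; Input: enzyme 0.24 nM; Reagent: SCFSkp2-Nedd8OG substrate at 10 nM final; Dosing: 12.5 µM compound; Incubation: 90 min reaction at room temperature; Detection: fluorescence polarization of the substrate; Evaluation: % inhibition of substrate cleavage by Csn5; Control set: substrate-only high control, full reaction low control.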
Rpn11 inh – blocks the human proteasome subunit Rpn11; calls only at 20 µM; human 26S proteasome, Ub4-pepOG fluorescence polarization; 20S core pre-blocked with epoxomicin; 360,000 compounds, 0.59% hits; O00487;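 active = inhibition at 20 µM, scaled to each plate's controls, above about 33%, limit read from the data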
STEP block – STEP (human) phosphatase inhibition; AID 588621; P54829; recombinant STEP, OMFP fluorogenic substrate, fluorescence; 360,000 compounds, 0.25% hits; inhibition, % at 20 µM;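 active = inhibition at 20 µM, scaled per plate between control wells, above about 37%, limit read from the data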;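 also: 0% = DMSO with enzyme and substrate and 100% = substrate only without enzyme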
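Test system: STEP tyrosine phosphatase / Reagent: OMFP at 25 µM / Doses: 20 µM, 1% DMSO / Read-out: percent inhibition scaled to no-enzyme and uninhibited-enzyme controls, plate-pattern corrected / Detection: FITC-channel fluorescence of OMFP product / Medium: Bis-Tris buffer pH 6.0, 2.5 mM DTT, 0.005% Tween 20 / Schedule: 20 min at room temperature, dark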
Scp-1 inhibitor – blocks human Scp-1 phosphatase activity; 340,000 compounds, 0.88% hits; inhibition, % at 20 µM; Recombinant Scp1, phosphopeptide, malachite green phosphate absorbance; AID 493091;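 active = inhibition above about 50% at 20 µM, limit read from the data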;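 also: plate controls were DMSO wells with enzyme for no effect and wells lacking enzyme for full effect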
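Incubation: 45 min enzyme reaction at room temperature / System: truncated SCP-1 phosphatase (76-261aa) / Reagent: Phospho 17-mer peptide substrate / Buffer or medium: Acidic Tris acetate buffer with magnesium and detergent / Signal: absorbance at 630 nm / Doses: one concentration, 20 µM, with 1.0% DMSO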
DNMT1 inh – inhibitors of human DNMT1 | inhibition (reported as % activation of signal), % at 10 µM | 360,000 compounds, 0.83% hits | DNMT1 molecular beacon, Hinp1I cleavage, fluorescence; in the data active = inhibition above about 50%
An asterisk follows results filed as active; i = inactive; x = no result given.

SMILES	PABP1 MLLE inh	LMPTP block	Tb MetRS inh	SUMO1-SIM PPI	NadD inh	CSN deneddyl inh	Rpn11 inh	STEP block	Scp-1 inhibitor	DNMT1 inh
COc1ccc(C)cc1S(=O)(=O)NCC(c1ccc2c(c1)OCO2)N1CCN(C)CC1 (stereo not drawn)	17.0	-1.1	-0.3	1.4	-6.1	-3.9	i	-2.9	-2.7	-1.7
CC1(C(=O)NS(=O)(=O)c2ccc(F)cc2F)CCN1C(=O)C1CCCCC1 (stereo not drawn)	9.1	-1.0	-0.3	2.4	-4.7	1.0	i	-3.3	x	3.0
CCCCN(C)C1CCN(C(=S)Nc2cccc(OC)c2)CC1	-18.1	-3.0	-0.4	3.2	-0.4	-5.9	i	13.8	-10.4	3.7
O=C(c1c(Cl)cccc1Cl)N1CCN(c2cccc3[nH]ccc23)CC1	-12.0	1.4	0.1	6.5	0.6	1.5	i	1.1	-9.8	-11.6
NC(=O)C1CCN(CC(=O)Nc2ccc3c(c2)OCO3)CC1	9.3	-0.9	-0.2	-2.7	-3.5	-2.7	i	-1.8	x	0.0
CC(C)C[C@@H](CNCC(=O)[C@H](Cc1ccccc1)NC(=O)c1[nH]cnc1C(=O)N[C@@H](C)CN)NC(=O)c1nc[nH]c1C(=O)N[C@@H](CC(=O)O)C(=O)O	-0.2	-2.0	-0.2	14.3	17.8	-1.1	i	0.3	-2.1	5.9
Cc1ccsc1C(=O)OCC(=O)Nc1c(C)n(C)n(-c2ccccc2)c1=O	3.4	-3.2	-0.4	-4.8	-5.9	-2.0	i	-2.7	-5.1	6.8
CCOC(=O)CC(C(=O)OCC)P(=O)(c1ccccc1)c1ccccc1 (stereo not drawn)	-8.8	-0.5	-1.6	0.0	-2.5	-2.9	i	-2.8	-7.6	3.0
CN(CC(=O)Nc1ccc([N+](=O)[O-])cc1Br)Cc1c(F)cccc1Cl	8.9	3.1	-0.6	-6.9	2.5	-2.9	i	6.7	-10.6	-0.2
COc1ccc(C2(C(=O)N3CCCC3)CCOCC2)cc1OC	-10.9	-1.6	0.4	13.3	-3.1	-2.5	i	-3.4	-3.8	1.9
COc1ccc2cc(C(=O)OC(C)C)sc(=O)c2c1OC	8.1	1.5	-0.7	-17.0	-5.3	-7.5	i	0.8	-7.9	-2.2
C=C1CCN([C@@H](Cc2ccccc2)C(=O)NCCC(C)C)S(=O)(=O)c2ccccc21	-8.2	-1.1	-0.5	3.1	-3.3	-0.5	i	-1.4	-14.2	-2.0
COc1ccc(Cl)cc1-c1nc(SCC(N)=O)n[nH]1	0.9	-1.9	-0.3	0.0	-7.4	-0.1	i	-2.4	-12.9	3.6
O=C(N/C(=C\c1ccc([N+](=O)[O-])cc1)C(=O)N1CCCCC1)c1ccccc1Br	21.0	-0.7	0.6	-20.7	-4.5	-11.0	i	2.9	-2.7	-0.3
COc1cccc(/C=N/NC(=O)C(=O)Nc2ccccc2OC(F)(F)C(F)F)c1O	0.0	0.4	-1.5	-1.5	17.2	-5.6	i	2.4	20.2	-0.5
Cc1ccc(N=Nc2c(=O)[nH]n3c(C)cc(C)nc23)cc1	-3.4	8.1	0.2	-35.3	0.2	-2.0	i	5.7	4.1	-0.8
O=C(NC(Cc1ccccc1)c1nc2ccccc2[nH]1)c1cccc([N+](=O)[O-])c1 (stereo not drawn)	-2.4	-0.2	0.0	-25.2	-0.3	-4.2	i	-0.8	-4.0	-8.2
CC(C)Cn1cc(-c2cncc3nccn23)cn1	5.2	0.8	-0.1	-22.1	-4.0	-1.9	i	-1.2	x	3.3
CC1CCN(C(C)C(=O)Nc2ccccc2-c2ccccc2)CC1 (stereo not drawn)	-2.4	-2.6	-0.2	-0.3	1.6	3.7	i	0.2	-2.2	-2.7
O=C(CN1CCN(S(=O)(=O)c2cccc(Br)c2)CC1)N1CCCCC1	3.8	-1.7	-0.4	9.7	4.4	-4.3	i	-1.5	-5.0	6.3
COc1cc(OC)cc(C(=O)N2CCN(S(=O)(=O)c3ccc(Cl)s3)CC2)c1	8.1	-0.2	-0.5	-2.1	-7.5	-6.3	i	1.6	-5.2	0.8
CCOC(=O)c1cc2c(c(CCO)n1)[C@H](CCO)N(S(=O)C(C)(C)C)C2 (stereo partly drawn)	9.8	-2.5	0.1	-0.8	2.0	-2.4	i	0.3	-8.3	0.5
O=C(Cc1ccc(Cl)c(Cl)c1)Nc1ccccc1N1CCCC1	7.5	2.7	-0.2	0.5	3.0	2.7	i	1.7	-4.7	-1.6
O=C(CN1C(=O)/C(=C\c2cccc(Cl)c2)Sc2ccccc21)NCCCN1CCOCC1	-6.1	-4.7	-0.2	-10.2	-13.3	0.0	i	-5.0	-6.8	-3.8
CCn1c(=O)c(C(=O)NCCCc2ccccc2)c(O)c2ccccc21	2.7	3.9	0.1	2.5	5.4	-0.3	i	3.6	-15.0	-3.1
CSc1nsc(N/N=C/c2ccc3c(c2)OCO3)c1C#N	-16.0	0.8	-0.6	2.8	6.8	-1.7	i	-3.6	-3.0	1.0
NC(=O)c1ccccc1NC(=O)CN1CCOCC1	6.5	-0.4	-0.1	-4.4	9.3	0.7	i	-2.7	-4.6	2.8
Cc1cccc(-c2cc(NC=O)c3ncc(-c4cccc(C(=O)N(C)C)c4)n3c2)c1	-40.4	0.9	0.6	1.7	0.3	6.1	i	-3.3	x	-9.0
CCOC(=O)Cc1csc(NC(=S)NC(=O)c2cc(OC)cc(OC)c2)n1	18.4	1.9	-0.5	4.1	-9.4	4.8	i	0.5	-5.5	-3.4
N=C(N)SCc1cn2ccccc2n1	-4.2	0.5	0.0	15.2	-4.2	-4.0	i	-3.4	-6.7	2.3
Cc1ccc(C)c(C(C)NC(=O)C2CC=CCC2C(=O)O)c1 (stereo not drawn)	16.9	-0.7	-0.5	-11.0	3.1	1.7	i	-1.5	-4.3	0.1
COc1cc(/C=C/C(=O)Oc2coc(CSc3ncccn3)cc2=O)cc(OC)c1OC	-18.5	0.0	-0.9	7.8	-3.1	-1.6	i	-0.8	9.1	1.2
CC1CCCCN1C(=O)CCS(=O)(=O)c1cccc2nonc12 (stereo not drawn)	9.8	-1.4	-1.1	-25.2	-6.1	-2.1	i	-1.8	0.4	1.0
CCc1cc(Br)ccc1NC(=O)C1CCCO1 (stereo not drawn)	-1.4	-0.8	0.5	-2.7	-0.6	5.4	i	3.7	-3.8	0.2
COc1ccc(-c2[nH]ncc2CN(C)CCCN2CCOCC2)cc1F	-1.5	-5.4	0.3	-4.8	-4.1	2.6	i	-2.0	3.2	2.6
COc1ccc(C2CCCN2C(=S)Nc2c(C)cccc2C)cc1OC (stereo not drawn)	-103.5	-2.0	-0.4	28.4	0.2	-2.6	i	3.5	-7.9	1.4
Cc1ccc(NCCCCO)cc1C	-2.3	0.8	0.9	3.3	-1.1	-5.8	i	-2.9	-10.4	-2.2
O=C(Nc1ccc(Cl)c(Cl)c1)Nc1cc(S(=O)(=O)N2CCOCC2)ccc1N1CCCC1	26.6	1.3	8.0*	2.5	20.5	-17.9	i	0.0	-2.7	-14.9
CCOC(=O)c1ccc(S(=O)(=O)NC2CC2)cc1	6.0	-1.0	-0.4	-1.4	-6.2	5.5	i	1.5	-5.9	1.6
C/C(=N\NC(=O)Cc1ccc(F)cc1)c1ccc(F)cc1	-9.7	-1.5	-0.9	2.0	-2.7	-2.4	i	1.5	22.2	5.8
CN(C)S(=O)(=O)c1cccc(C(=O)NC2CCSc3ccccc32)c1 (stereo not drawn)	-5.0	0.8	0.1	3.4	-0.9	0.4	i	3.9	-6.1	1.1
CCCCCCCN1C2=NCCN2c2ccccc21	10.2	-0.2	1.1	-1.3	3.0	2.6	i	-2.2	-0.8	1.8
COCCn1c(=S)[nH]c2cc(C(=O)NC3CCCC(C)C3C)ccc2c1=O (stereo not drawn)	-71.0	-1.9	-0.3	-6.5	0.2	2.7	i	-4.9	x	1.5
O=S1(=O)CCC(NC(=S)N2CCOCC2)C1 (stereo not drawn)	-7.0	0.1	0.0	-0.9	-3.5	-14.7	i	-1.3	-5.2	-2.6
Nc1nc(N2CCN(c3ccc(Cl)cc3)CC2)n[nH]1	-14.0	0.3	-0.1	1.7	3.4	-9.9	i	0.2	-3.2	-2.9
Cc1[nH]nc2c1C(c1ccc(O)cc1)C1=C(CC(C)(C)CC1=O)N2 (stereo not drawn)	3.0	1.2	-1.2	-4.0	-2.3	1.0	i	1.0	7.2	8.6
O=C(O)c1ccc(NC(=O)c2cccc(C(=O)Nc3ccc(C(=O)O)cc3)c2)cc1	-8.5	-0.5	-1.1	2.0	-7.0	-1.8	i	-0.1	5.3	0.8
COc1cc(NC(=S)N2CCC(C(N)=O)CC2)c(OC)cc1Cl	2.6	-0.1	-0.7	4.3	6.1	2.2	i	7.8	-4.0	0.5
CN1CCN(S(=O)(=O)c2cccc(C(=O)Nc3sc4c(c3-c3nc5ccccc5[nH]3)CCCC4)c2)CC1	-28.6	3.4	-0.3	3.0	17.6	2.8	i	-0.2	2.4	-18.7
CCOc1ccc(NC(=O)CN2CCc3cc4c(cc3C2)OCCCO4)cc1OCC	-5.0	-1.3	-0.3	2.2	-1.3	1.6	i	-0.3	-4.0	-0.4

Full records as entered above:
Profile of Cc1ccc(NCCCCO)cc1C : PABP1 MLLE inh: -2.3; LMPTP block: 0.8; Tb MetRS inh: 0.9; SUMO1-SIM PPI: 3.3; NadD inh: -1.1; CSN deneddyl inh: -5.8; Rpn11 inh: i; STEP block: -2.9; Scp-1 inhibitor: -10.4; DNMT1 inh: -2.2
Profile of O=C(CN1CCN(S(=O)(=O)c2cccc(Br)c2)CC1)N1CCCCC1 : PABP1 MLLE inh: 3.8; LMPTP block: -1.7; Tb MetRS inh: -0.4; SUMO1-SIM PPI: 9.7; NadD inh: 4.4; CSN deneddyl inh: -4.3; Rpn11 inh: i; STEP block: -1.5; Scp-1 inhibitor: -5.0; DNMT1 inh: 6.3
